AMA1-RON2 inh: inhibitors of Plasmodium falciparum AMA1-RON2 interaction; AlphaScreen AMA1-biotinylated RON2 peptide binding; Potency, µM (doses to about 58.2 µM), for the others: top-dose activity change, negative = inhibition, hits mostly inhibitors; 360,000 compounds, 0.2% hits;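 note: potency is the fitted concentration of half-maximal effect; 0% = vehicle wells and -100% = peptide control; nearly all actives have a fitted effect of over 45% in size; some results filed as inactive show a strong effect at the top dose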
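AMA1 (3D7) with his tag at 25 nM final met compounds first, then biotinylated RON2 peptide at 25 nM; detection used donor plus acceptor beads, 10 µg/mL apiece, read by AlphaScreen after 30 min at room temperature.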
Sm TGR inh: blocks Schistosoma mansoni thioredoxin glutathione reductase; Q962Y6; purified TGR, DTNB reduction, TNB absorbance 405 nm; Potency, µM (doses to about 114 µM), inactives show at the highest dose activity change, negative = inhibition, hits mostly inhibitors; 360,000 compounds, 3% hits; note: potency is the fitted concentration of half-maximal effect; nearly all actives have a fitted effect of over 60% in size
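First, TGR (20 nM dispensed) and NADPH were mixed with compound. Second, a 15 min room-temperature incubation followed. Third, further NADPH and then DTNB were added to start the reaction. Finally, TNB absorbance was monitored kinetically.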
AmpC detergent: AmpC beta-lactamase inhibition with detergent present; AID 485294; P00811; 370,000 compounds, 0.041% hits; Potency, µM (highest dose often 114 µM), inactives show at the top dose activity change, negative = inhibition, usual class: inhibitors; AmpC hydrolysis of nitrocefin, absorbance 480 nm, 0.01% Triton;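 note: potency is the fitted concentration of half-maximal effect; 0% = no-compound wells and -100% = no-enzyme wells; nearly all actives have a fitted effect of over 25% in size; some results filed as inactive show a strong effect at the top dose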
Target sequence (P00811 whole entry, looked up): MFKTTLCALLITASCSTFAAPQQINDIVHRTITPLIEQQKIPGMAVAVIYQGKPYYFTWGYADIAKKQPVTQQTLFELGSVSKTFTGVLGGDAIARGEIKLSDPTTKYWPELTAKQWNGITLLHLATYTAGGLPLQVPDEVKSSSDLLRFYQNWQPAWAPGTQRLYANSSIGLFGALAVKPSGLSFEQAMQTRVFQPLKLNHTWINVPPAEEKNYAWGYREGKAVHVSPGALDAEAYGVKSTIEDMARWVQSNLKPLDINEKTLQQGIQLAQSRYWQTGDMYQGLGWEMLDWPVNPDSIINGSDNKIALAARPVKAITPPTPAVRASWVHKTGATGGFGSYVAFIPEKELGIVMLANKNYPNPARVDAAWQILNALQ
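AmpC (5.3 nM in the dispensed reagent) in 20 mM phosphate pH 7.0 with 0.01% (detergent screen) or 0.0001% Triton X-100 was preincubated with compounds for 15 min at room temperature. Nitrocefin was then added from an 800 uM solution, and hydrolysis was followed at 480 nm.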
AmpC no deterg: AmpC beta-lactamase inhibition without detergent | P00811 | AmpC nitrocefin hydrolysis, absorbance 480 nm, 0.0001% Triton | Potency, µM (highest dose often 57.1 µM), for inactives: at the top dose activity change, negative = inhibition, hits mostly inhibitors | 330,000 compounds, 0.52% hits;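 note: potency is the fitted concentration of half-maximal effect; plate controls were no compound for no effect and no enzyme for full effect; nearly all actives have a fitted effect of over 20% in size; some results filed as inactive show a strong effect at the top dose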
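AmpC (5.3 nM in the dispensed reagent) in 20 mM phosphate pH 7.0 with 0.01% (detergent screen) or 0.0001% Triton X-100 was preincubated with compounds for 15 min at room temperature. Nitrocefin was then added from an 800 uM solution, and hydrolysis was followed at 480 nm.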
HCMV antiviral: human cytomegalovirus inhibition | activity change, negative = inhibition, % at 57.5 µM | 410,000 compounds, 4.5% hits | AID 1259415 | HFF cells, HCMV-luciferase reporter, 72 h; hits give low values; in the data active = activity change below about -60%; inconclusive = no clear call, values can overlap the other calls; inactive = above about -39%
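Compounds were evaluated in HFFs infected with an HCMV luciferase reporter virus (MOI 1 PFU/cell). Luciferase in lysates collected 72 h post infection served as the replication measure.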
Giardia FBPA inh: Giardia lamblia aldolase inhibition; 290,000 compounds, 0.71% hits; AID 2451; Potency, µM (doses to about 59.6 µM), for the others: at the highest dose activity, negative = inhibition, hits mostly inhibitors; purified Giardia FBPA; note: potency is the fitted concentration of half-maximal effect; nearly all actives have a fitted effect of over 55% in size
Target sequence (A8B2U2 whole entry, looked up): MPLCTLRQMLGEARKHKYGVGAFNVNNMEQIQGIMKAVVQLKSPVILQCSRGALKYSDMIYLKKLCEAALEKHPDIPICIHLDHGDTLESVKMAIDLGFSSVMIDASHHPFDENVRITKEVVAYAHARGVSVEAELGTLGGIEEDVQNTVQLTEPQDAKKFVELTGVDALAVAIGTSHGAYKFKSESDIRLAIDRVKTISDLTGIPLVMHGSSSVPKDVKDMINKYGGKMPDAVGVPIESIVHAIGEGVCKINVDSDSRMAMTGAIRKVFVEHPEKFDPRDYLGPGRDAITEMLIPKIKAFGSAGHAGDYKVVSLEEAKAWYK
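40 nM FBPA preincubated 10 min at RT with compound (up to 57.5 uM final), then substrate plus GAPDH/TPI/NAD/arsenate coupling and diaphorase/resazurin added. Fluorescence read after 20 min at RT, 525/598 nm.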
* hit, by the source's call; ? = inconclusive; nt = no result given; [ ] = another dose, or the depositor's remark. Unless noted, calls come from the whole dose curve; as a rule, active = well fitted curve in the direction sought with a large enough effect; inconclusive = small, poorly fitted or top-dose-only effect, or another doubt; inactive = no such curve, though single readings can be large; an effect the other way counts as inactive or inconclusive. Unless noted, % is set by controls: 0 for no effect and ±100 for the full control effect.

molecule | AMA1-RON2 inh | Sm TGR inh | AmpC detergent | Giardia FBPA inh | HCMV antiviral | AmpC no deterg
CN(C)CCCC(C)(O)C(C)(C)c1ccccc1 (stereo unspecified) | 5% | -2% | ? | -5% | -18 | -8%
CCN(CC)CCNC(=O)C1CCCCN1S(=O)(=O)c1cccc([N+](=O)[O-])c1 (stereo unspecified) | 1% | 0% | 4% | -7% | -17 | -16%
Clc1ccc2nc(-c3ccc(Cl)nc3)[nH]c2c1 | -15% | 5% | 1% | -21% | 139 | -52%
Cc1ccc(CNC(=O)CSCc2ccccc2)cc1 | -3% | 1% | 1% | 0% | 7 | -4%
Fc1ccccc1Cc1noc(CN2CCN(c3ccc(Cl)cn3)CC2)n1 | 5% | 6% | 6% | 3% | -31 | 70%[activator]
COc1cc2c(cc1OC)/C(=C/C(=O)c1cccc([N+](=O)[O-])c1)NCC2 | 4% | 18% | 4% | -3% | -17 | 98%[activator]
NC(=O)Cn1cc(/C=N/NC(=O)c2ccc(Cn3cc(Cl)cn3)o2)c(-c2ccccc2)n1 | 5% | -2% | -7% | nt | 65 | 105%[activator]
CC1CCCN(S(=O)(=O)c2ccc(NC(=O)CN3CCCCC3)cc2)C1 (stereo unspecified) | -3% | -4% | -11% | 4% | -37 | -8%
COc1ccc(CCNC(=O)c2ccc(Cn3c(=O)c4ccccc4n(Cc4cccc(F)c4)c3=O)cc2)cc1OC | nt | -1% | 7% | nt | ? | nt
O=C(NCc1ccccc1)C1=C[C@H](c2ccc(C(F)(F)F)cc2)C[C@H](OCc2ccc(CO)cc2)O1 | -12% | 3% | 5% | -9% | 8 | -3%
O=C(NC1CC1)C1=C[C@H](c2c[nH]c3ccccc23)C[C@H](OCc2ccc(CO)cc2)O1 | 4% | -16% | 1% | -21% | 26 | 67%[activator]
Cc1ccc(Nc2nc(C(=O)N3CCC(C(=O)N4CCN(C)CC4)CC3)cs2)cc1 | 8% | 0% | -10% | -7% | 26 | 16%
Cc1cc(C)n2cc(CSc3ccccn3)nc2n1 | -3% | 0% | 1% | -10% | -6 | -22%
CCc1ccc(Oc2nc3c(C)cccn3c(=O)c2/C=C(\C#N)c2nc3ccccc3[nH]2)cc1 | nt | 4% | 21% | nt | 20 | nt
Cc1nn(C)c(C(=O)Nc2ccc(S(=O)(=O)NC34CC5CC(CC(C5)C3)C4)cc2)c1Br | -12% | -10% | -9% | 1% | nt | -7%
O=C1NNC(c2ccccc2)=N/C1=C\c1ccccc1 | -8% | 4% | 6% | 0% | -19 | -32%
Cn1c(=O)oc2cc(S(=O)(=O)N3CCCC(C(=O)N4CCn5c4nc4ccccc45)C3)ccc21 (stereo unspecified) | nt | -8% | ? | 3% | nt | -23%
COc1ccc(N=C2SCC(=O)N2CCc2ccc(OC)c(OC)c2)cc1 | -7% | -6% | 4% | -2% | -23 | -1%
COc1ccc(NC(C)=O)cc1S(=O)(=O)Nc1ccc2c(c1)OCCO2 | 18% | nt | 4% | 10% | -26 | -6%
CSc1nc(NCCCO)c2c3c(sc2n1)CN(C)CC3 | 3% | -16% | -4% | -20% | -4 | 7%
COc1ccc(NC(=O)C2CCN(S(=O)(=O)c3ccc(Br)s3)CC2)cc1OC | 4% | 6% | -1% | -10% | 0 | 4%
Cc1oc(C(C)(C)C)cc1C(=O)Nc1ccc(C(=O)O)cc1 | 8% | -28% | -11% | 7% | 44 | -19%
CCN(C(=O)COC(=O)c1ccccc1NCCO)C1CCS(=O)(=O)C1 (stereo unspecified) | -6% | -14% | ? | nt | -1 | -11%
O=c1[nH]c(=O)n(CCOc2ccc(Cl)cc2)cc1Br | -3% | -2% | -4% | 5% | 3 | -8%
CCCn1c(N)c(N(CCOC)C(=O)c2ccc([N+](=O)[O-])c(C)c2)c(=O)[nH]c1=O | 2% | -5% | -13% | 3% | 14 | -4%
Cc1cc(=O)[nH]c(SCC(=O)c2ccc3c(c2)NC(=O)CO3)n1 | 4% | -3% | 9% | -7% | 0 | -16%
COc1ccc(Cl)cc1NC(=O)CSc1nnc2[nH]c(=O)cc(-c3ccccc3)n12 | nt | -10% | -6% | nt | 9 | nt
O=C(COc1ccccc1[N+](=O)[O-])Nc1ccc(N2CCN(C(=O)c3cccs3)CC2)cc1 | -18% | 1% | -3% | 2% | -33 | 47%
CC1(C)CC2CC(C)(CN2C(=O)COC(=O)c2ccc(NC(=O)CC#N)cc2)C1 (stereo unspecified) | -9% | nt | nt | nt | ? | -4%
COc1cc(NC(=O)C2CCCN2S(=O)(=O)c2ccc3c(c2)CCC(=O)N3)cc(OC)c1 (stereo unspecified) | -5% | 0% | -12% | -15% | ? | -3%
CCC1C(=O)NCCN1Cc1nc(-c2ccc(C)s2)oc1C (stereo unspecified) | 16% | 40µM* | 6% | -4% | -9 | 5%
CN(C)S(=O)(=O)c1ccc(C(=O)Nc2ccc3ncccc3c2)cc1 | -3% | 0% | ? | -5% | 26 | -23%
Cc1ccc(S(=O)(=O)N2CCOCC2)cc1C(=O)NCCc1ccc(Cl)cc1 | 6% | nt | nt | nt | 4 | 24%
Cc1ccc2scc(N3CCC(C)CC3)c(=O)c2c1 | nt | 3% | -5% | nt | 24 | nt
Cc1[nH]nc2c1C(c1ccc(OC(=O)c3ccco3)cc1)C(C#N)=C(N)O2 (stereo unspecified) | -2% | -1% | ? | 0% | -15 | -31%
CSC(=NS(=O)(=O)c1ccccc1)SC | 4% | ? | 7% | 1% | -19 | -9%
CCCS(=O)(=O)NCCc1csc2nc(-c3ccc(C)cc3)nn12 | nt | 20% | 3% | nt | 69 | nt
CC(C)N(C(=O)COC(=O)c1ccc(Cl)c(S(N)(=O)=O)c1)C(C)C | -2% | 4% | -14% | 7% | 15 | -13%
CCn1cc(/C=c2/sc3n(c2=O)C2c4ccccc4OC(C)(N=3)C2C(=O)OC)c(C)n1 (stereo unspecified) | -8% | 0% | 6% | -5% | 5 | 110%[activator]
CCO/N=C1\C(=O)N(c2ccccc2)c2ccccc21 | -28% | 7% | ? | 5% | ? | -14%
Cc1cc(OC(=O)c2ccc(Cl)cc2)cc(=O)n1C | -1% | 45µM* | 5% | -4% | -8 | -2%
O=c1c2ccccc2n(Cc2ccc(F)cc2)c(=O)n1C1CCCC1 | -1% | 6% | ? | 1% | 21 | -27%
Cc1ccc(Oc2ccc(C(=O)NC3CCSC3=O)cn2)cc1 (stereo unspecified) | 3% | 6% | -15% | 1% | -3 | -24%
Fc1ccc(NCc2cn3ccccc3n2)cc1 | -6% | -8% | -3% | ? | 78 | 12%
O=C(O)C1=C[C@@H](C2CC2)C[C@@H](OCc2ccc(CO)cc2)O1 | 21% | -18% | 0% | 14% | -7 | -11%
CCCn1c(N)c(C(=O)CN2CCN(S(=O)(=O)c3cccs3)CC2)c(=O)[nH]c1=O | 0% | -1% | -9% | -5% | 19 | -4%
Cc1ccc(C(=O)N2CCCCC2)cc1NC(=O)c1nsc2ccccc12 | nt | 2% | 20% | nt | 11 | nt
CSc1nc(N)nc2c1ncn2CC(=O)N1CCN(Cc2c(C)cc(C)cc2C)CC1 | 2% | nt | nt | nt | -30 | -6%
Fc1ccc(N/N=C/C=C/c2ccccc2)c(F)c1 | -5% | ? | -15% | -3% | 85 | -55%
Cc1nn(C(C)C(=O)NCCC2=CCCCC2)c(=O)c2nn(-c3ccccc3)c(C)c12 (stereo unspecified) | -1% | -1% | ? | nt | -29 | 19%
COc1cc(OC)c(NC(=O)C2CCCO2)cc1Cl (stereo unspecified) | -3% | 6% | -13% | 2% | -19 | 217%
CCN(CC(=O)Nc1ccc(NC(C)=O)cc1)C(=O)C1CCCN(C(=O)c2ccc(Cl)cc2)C1 (stereo unspecified) | -3% | -4% | -2% | nt | -2 | -3%
CCN(CC)CCN(Cc1cc2cc(C)ccc2[nH]c1=O)C(=O)Nc1ccccc1OC | 18% | -1% | -14% | -14% | -18 | 0%
O=C(c1cccc(Cl)c1)N1CCC(N2CCC(C(=O)N3CCCC3)CC2)CC1 | 1% | 1% | -4% | -8% | ? | 92%[activator]
CCc1ccc(NCc2nc(-c3ccccc3)no2)cc1 | 6% | 5% | 3% | 2% | 130 | -2%
COc1ccnc(Oc2ccccc2)n1 | -9% | -1% | -1% | 2% | 5 | -7%
COc1cccc(CN2CCNC(=O)C2CC(=O)N(C)CCc2ccccn2)c1 (stereo unspecified) | -16% | ? | -2% | -22% | -15 | 23%
CCOC(=O)c1sc(=NC(=O)/C=C/c2ccccc2)n(C)c1C | 8% | -1% | ? | 0% | -15 | -19%
Cc1ccc(NC(=O)CN2C(=O)/C(=C\c3cccs3)SC2=S)cc1 | -11% | -9% | -2% | 5% | 82 | -19%
O=C(Nc1ccc(F)cc1F)c1ccc(-n2cnc3cccnc32)cc1 | nt | 4% | 21% | nt | -21 | nt

Next entries:
molecule | AMA1-RON2 inh | Sm TGR inh | AmpC detergent | Giardia FBPA inh | HCMV antiviral | AmpC no deterg
Cc1ccccc1NC(=O)Cc1nc(COC(=O)c2cc([N+](=O)[O-])ccc2N)cs1 | 10% | 3% | -4% | nt | 46 | -59%
c1ccc(-n2ncc3c(NCc4cccs4)ncnc32)cc1 | 0% | 3% | -10% | -24% | 58 | -40%
CC(C(=O)NCc1ccc2c(c1)OCO2)N1c2cccc3cccc(c23)S1(=O)=O (stereo unspecified) | -13% | 7% | -5% | -7% | -9 | -10%
C=CCN1C(=O)c2oc3ccccc3c(=O)c2C1c1ccc(O)c(OC)c1 (stereo unspecified) | -5% | -5% | -9% | -6% | 59 | -12%
COc1ccc(/C(N)=N/OC(=O)CCc2ccccc2)cc1OC | 27% | 21% | -3% | -8% | 2 | 55%
CC(=O)NC1=NC(=O)/C(=C/c2cn(C(C)=O)nc2-c2ccccc2)S1 | 68%[activator] | -3% | 0% | -4% | ? | -24%
O=C(NCC1CCCO1)c1ccccc1NS(=O)(=O)c1cc([N+](=O)[O-])ccc1Cl (stereo unspecified) | -7% | nt | nt | nt | -5 | -10%
CCc1nc(N[C@@H](CC(C)C)C(=O)O)c2oc3ccccc3c2n1 | -11% | 0% | -7% | 4% | -11 | -14%
Cc1cc(NC(=O)CSCC(=O)N(C)Cc2cccc(Cl)c2)no1 | 65%[activator] | -15% | ? | nt | -24 | -7%
CCC/C(O)=C1\C(=O)CC(C)(C)CC1=Nc1ccccc1OC | 0% | -30% | -3% | 11% | -35 | 28%
O=C(COc1ccc(/C=C\[N+](=O)[O-])cc1)N1CCOCC1 | -7% | 22µM* | ? | -23% | 24 | 9%[11.4 µM]

Of the compounds above, 3 have a COOH group:
molecule | AMA1-RON2 inh | Sm TGR inh | AmpC detergent | Giardia FBPA inh | HCMV antiviral | AmpC no deterg
Cc1oc(C(C)(C)C)cc1C(=O)Nc1ccc(C(=O)O)cc1 | 8% | -28% | -11% | 7% | 44 | -19%
O=C(O)C1=C[C@@H](C2CC2)C[C@@H](OCc2ccc(CO)cc2)O1 | 21% | -18% | 0% | 14% | -7 | -11%
CCc1nc(N[C@@H](CC(C)C)C(=O)O)c2oc3ccccc3c2n1 | -11% | 0% | -7% | 4% | -11 | -14%
